From PubChem BioAssay
NALP1 inh: inhibitors of NALP1 inflammasome in yeast. S. cerevisiae NALP1/ASC/caspase-1 growth, X-gal OD620, 72 h. inhibition, % at 10 µM. hit rate 0.61% among 280,000. AID 2071; in the data active means inhibition mostly above about 24%, no sharp cut-off; inactive means mostly below about 32%; further: some compounds called inactive have numbers as strong as hits
MEKK2mut PB1 HTS: signal of MEK5 binding to mutant human MEKK2 PB1 domain; bead flow cytometry, Alexa488-MEK5 binding to MEKK2 mutant; percent response, % at 10 µM; hit rate 0.35% among 290,000; AID 1530; in the data active means percent response above about 24%, passing the limit was not always enough; further: inactives centre near 1; some results filed as inactive read as strong as hits; reference of the scale not given here
V1aR counter: counter-screen for oxytocin receptor agonists: human V1a receptor agonists | CHO-V1R cells, Fluo-8 calcium fluorescence, agonist mode; 0% DMSO, 100% 3 nM vasopressin | activation, % at 3 µM | hit rate 0.25% among 320,000 | AID 2797;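 active means activation above the mean activation of all tested compounds plus 3 SD, per screening run, cut at about 20% in these data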;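 further: signal is peak over basal fluorescence ratio across a 100 second FLIPR read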
Target sequence (P37288 whole entry, looked up): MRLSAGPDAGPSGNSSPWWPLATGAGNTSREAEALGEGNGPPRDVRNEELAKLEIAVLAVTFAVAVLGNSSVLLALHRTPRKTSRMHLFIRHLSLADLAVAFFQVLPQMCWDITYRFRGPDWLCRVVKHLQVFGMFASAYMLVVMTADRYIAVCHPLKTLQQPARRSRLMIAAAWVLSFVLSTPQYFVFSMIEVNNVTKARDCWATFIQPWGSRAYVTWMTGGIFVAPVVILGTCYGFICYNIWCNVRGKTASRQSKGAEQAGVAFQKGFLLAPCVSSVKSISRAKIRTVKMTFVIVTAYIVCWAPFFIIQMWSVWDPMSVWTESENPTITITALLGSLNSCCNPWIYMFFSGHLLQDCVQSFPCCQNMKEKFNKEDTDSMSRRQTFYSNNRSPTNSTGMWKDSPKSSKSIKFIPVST
MEKK2 WT-MEK5: raises or lowers MEK5 binding to wildtype human MEKK2 PB1 domain | bead flow cytometry, Alexa488-MEK5 binding to MEKK2 WT; actives lie on both sides | AID 1531 | binding response (% of control), % at 10 µM | hit rate 1.1% among 290,000 | Q9Y2U5; in the data active means binding response below about 67% or above about 130%
OXTR agonist: human OXTR agonism; activation, % at 3 µM; hit rate 0.32% among 320,000; CHO-OTR cells, Fluo-8 calcium fluorescence; normalized: DMSO 0%, oxytocin 100%; AID 2435;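 active means activation above the mean of all tested compounds plus 3 SD, cutoff set per screening run, cut at about 20% in these data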;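 further: peak over basal fluorescence ratio from a 100 s FLIPR kinetic read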
OXTR potentiate: potentiates the human oxytocin receptor response | P30559 | CHO-OTR cells, Fluo-8 calcium fluorescence, potentiator mode; 0% = oxytocin EC15, 100% = EC100 | activation, % at 3 µM | hit rate 0.061% among 320,000;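 active means activation above that plate's cutoff, the mean activation of tested compounds plus 3 SD, cut at about 6.6% in these data, passing the limit was not always enough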;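 further: 100% uses oxytocin at 75 nM as the full agonist control; some results filed as inactive read as strong as hits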
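test system = CHO-OTR cells, human receptor | compound = single-point 3.0 µM | schedule = 6 min compound pre-incubation at room temperature, 100 s kinetic read | signal = Fluo-8 no-wash calcium dye fluorescence, excitation 470-495 nm, emission 515-575 nm | repeats = single well per compound, singlicate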
GPR7 antagonist: blocks human GPR7 receptor signaling | P48145 | GPR7-expressing cells, fluorescence antagonist assay | inhibition, % at 4.4 µM | hit rate 1.1% among 290,000; in the data active means inhibition above about 16%, passing the limit was not always enough;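 further: cells stimulated with the agonist NPW; 0% = agonist with vehicle and 100% = vehicle without agonist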
Target sequence (P48145 whole entry, looked up): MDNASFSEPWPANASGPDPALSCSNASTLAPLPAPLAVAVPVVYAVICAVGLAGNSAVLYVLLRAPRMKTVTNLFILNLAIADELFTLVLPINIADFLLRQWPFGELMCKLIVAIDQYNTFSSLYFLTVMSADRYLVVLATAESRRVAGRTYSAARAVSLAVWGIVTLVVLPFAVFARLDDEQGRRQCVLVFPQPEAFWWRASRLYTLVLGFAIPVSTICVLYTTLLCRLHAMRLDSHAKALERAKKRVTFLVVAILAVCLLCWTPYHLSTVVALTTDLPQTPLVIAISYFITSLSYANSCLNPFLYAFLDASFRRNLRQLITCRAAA
GalR3 antagonist: blocks the human galanin receptor 3 | O60755 | HEK293 GalR3-CNG cAMP membrane potential fluorescence; galR3 body fused to GalR1 C-terminus | inhibition, % at 3 µM | hit rate 0.44% among 360,000;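 active means inhibition above the screen-wide average plus 3 SD, cut at about 13% in these data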;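 further: forskolin and galanin both at EC90 stimulate the cells; cAMP rise reported by CNG channel membrane potential dye signal; 0% = forskolin plus galanin with DMSO and 100% = forskolin alone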
Target sequence (O60755 1-299 limits assumed): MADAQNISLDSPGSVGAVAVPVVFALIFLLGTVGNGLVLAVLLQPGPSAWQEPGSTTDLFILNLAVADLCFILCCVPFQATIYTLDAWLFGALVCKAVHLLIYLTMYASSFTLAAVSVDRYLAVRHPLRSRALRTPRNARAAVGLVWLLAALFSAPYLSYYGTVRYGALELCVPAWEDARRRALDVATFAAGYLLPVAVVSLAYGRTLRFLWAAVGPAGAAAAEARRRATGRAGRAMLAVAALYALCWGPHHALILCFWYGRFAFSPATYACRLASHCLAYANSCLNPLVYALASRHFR
M18AAP inhibitor: PfM18AAP enzyme inhibition | recombinant PfM18AAP, H-Glu-NHMec fluorogenic cleavage | inhibition, % at 7.35 µM | hit rate 1.2% among 290,000;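 active means inhibition above the campaign mean inhibition over all tested compounds plus 3 SD, cut at about 28% in these data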;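 further: 0% = plate median of test compound wells and 100% = 2 mM ZnCl2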
Starred values were filed as active, the others as inactive; . = no result given.

Below each SMILES – NALP1 inh	MEKK2mut PB1 HTS	V1aR counter	MEKK2 WT-MEK5	OXTR agonist	OXTR potentiate	GPR7 antagonist	GalR3 antagonist	M18AAP inhibitor
> COC(=O)c1cc(OC)c(OC)cc1NC(=S)N1CCN(Cc2ccccc2)CC1
  34	4	0.9	106	-0.2	-3	-6	-7	-11
> C/C(=C(\C#N)C(=O)NCc1ccccc1)N(C)C
  49	6	0.1	103	-0.4	-3	0	-6	-11
> O=C(NNC(=S)Nc1ccc(Br)cc1Cl)c1ccncc1
  22	10	3.0	108	-0.7	1	-4	1	2
> Cc1ccc(NC(=O)c2cccnc2)cc1S(=O)(=O)N(C)C
  -16	-13	0.2	86	0.5	-2	-3	-4	-12
> CCOC(=O)CCNC(=O)N1CCCC(C(=O)c2ccc3c(c2)OCO3)C1 (stereo not drawn)
  15	3	0.6	106	-0.7	-3	-16	-2	-6
> CCCCNC(=O)NNC(=O)COc1cccc(C)c1C
  37	0	0.2	111	-0.7	9	-10	-2	3
> CCOC(=O)C(CC(=O)O)N1CCCCC1 (stereo not drawn)
  -5	-2	0.7	90	0.2	-19	0	-1	0
> Cc1ccccc1NC(=S)N(Cc1ccccc1)Cc1cccs1
  21	-4	-0.2	94	-0.8	-2	6	-3	-4
> COC(=O)C1N[C@@H]([C@@H](NC(=O)COc2ccccc2)C(=O)NCc2ccccc2)SC1(C)C (stereo partly drawn)
  .	-7	-2.0	95	-0.1	-7	.	-1	.
> COc1ccc(CCNC(=O)c2ccccc2N(C)S(=O)(=O)c2ccccc2)cc1
  23	1	-0.2	111	0.3	-4	-6	0	-5
> Cn1nc(C(=O)Nc2ccc(S(=O)(=O)N3CCCCC3)cc2)c2ccccc2c1=O
  -8	-3	-0.1	92	-0.7	-25	-2	1	-3
> COc1ccc(OC)c(-c2csc(N(CC3CCCO3)C(=O)C3CCCCC3)n2)c1 (stereo not drawn)
  -7	0	-1.0	99	-1.5	-2	-15	1	-11
> COc1ccc(NC(=O)COC(=O)C2CCN(S(=O)(=O)c3cccs3)CC2)cc1
  16	-5	1.9	95	3.1	-4	-8	-7	1
> C/C(=C\c1ccccc1)C(=O)Nc1nc2ccc([N+](=O)[O-])cc2s1
  12	-3	1.0	91	-1.1	-5	-5	-5	1
> Cc1nc(Cl)sc1C(=O)Nc1ccccc1Cl
  .	1	0.0	106	-2.1	-8	1	-1	-1
> CCc1ccccc1NC(=O)CN(c1cccc(OC)c1)S(C)(=O)=O
  24	0	0.3	106	0.0	-15	-6	-5	4
> CC(C)(C)C(=O)Nc1ccc(-c2nnc3n2CCCCC3)cc1
  7	5	.	106	.	.	-14	-2	-10
> Cc1ccc(N=Nc2ccc(C)cc2NC(=O)Nc2ccccc2F)cc1
  9	19	0.3	102	-0.5	-7	-7	-8	2
> COc1ccc(C(=O)Nc2ccc3oc(-c4cccc(Cl)c4)cc(=O)c3c2O)cc1
  6	1	0.7	88	-1.0	-5	.	3	.
> Nc1ccc(Oc2ccc3nc(-c4ccccc4)c(-c4ccccc4)nc3c2)cc1
  -1	2	0.7	101	1.5	2	-2	-1	-12
> C=CCC[C@@H](Cc1ccc(F)cc1)C(=O)OC[C@H](Cc1c[nH]c2ccccc12)NC(=O)[C@@H](CC=C)CC(=O)NCCO
  .	.	3.4	.	6.8	-11	.	-9	.
> COc1ccccc1C(CC(=O)Nc1ccc(Cl)cc1)c1ccc(OC(C)C)cc1 (stereo not drawn)
  15	4	1.1	124	-1.0	-9	-3	1	-8
> COc1ccccc1/C=C/C=N/NC(=O)c1ccc(=O)n(C)c1
  .	2	0.6	105	0.1	-3	-9	1	-2
> Cc1nn(-c2ccccc2)c(C)c1/C=N/NC(=O)c1cnccn1
  -4	-1	-0.1	104	0.2	-10	-11	-4	7
> CCOc1cccc(OCCCOc2cccc3cccnc23)c1
  24	0	2.4	106	-0.6	-1	-4	-3	-6
> CCOC(=O)C1CCN(C(=O)c2cccc(Cl)c2)CC1
  6	2	-0.1	104	-0.1	-5	-15	-7	-1
> COc1ccccc1-c1sc2ccccc2c1C#CC1(O)CCCCC1
  .	.	1.1	.	1.2	-3	.	0	.
> COCCCNC(=O)Cn1nnc(-c2ccc(NC(=O)c3ccccc3OC)cc2)n1
  4	2	2.8	100	1.4	1	-4	-1	-2
> CN(c1cnn(-c2ccccc2)c(=O)c1Cl)n1cccc1
  23	-1	-2.1	105	-2.1	3	-14	-1	-13
> Cc1ccc(N2CSC3=C(C#N)C(c4cccs4)CC(=O)N3C2)cc1 (stereo not drawn)
  4	10	0.5	112	-0.8	-3	1	.	33*
> CC(C)(C)c1ccc(CN2N=C(/C=C/c3ccccc3)CCC2=O)cc1
  -3	-12	1.4	84	-1.4	-11	-5	-5	-1
> COc1cc(SC)ccc1C(=O)NCCOc1ccc(F)cc1
  37	-1	1.6	100	-0.9	0	8	-6	-7
> N/C(=N\OC(=O)COc1ccc(Br)cc1)c1ccncc1
  8	-1	2.7	105	0.5	0	-7	4	-4
> COc1ccc(S(=O)(=O)N2CCN(C(=O)c3cc(C4CC4)nn3-c3ccccc3)CC2)cc1OC
  .	.	-1.0	.	-1.1	-4	.	-3	.
> O=C(N[C@@H](Cc1ccc(Br)cc1)C(=O)O)OCC1c2ccccc2-c2ccccc21
  31	-8	0.8	93	1.1	-9	-1	-1	2
> CCOC(=O)CCCCCC(=O)Nc1ccc2c(c1)CC(=O)N([C@H](C)CO)C[C@@H](C)[C@H](CN(C)Cc1ccc3c(c1)OCO3)O2
  .	.	1.8	.	0.9	-4	.	-7	.
> O=C1CCCN1CCCNc1ccc2nnc(CCC(=O)N3CCN(c4ccc(F)cc4)CC3)n2n1
  12	-1	0.6	102	0.6	-8	-6	-5	-2
> CCN(CC)S(=O)(=O)c1cccc(NC(=O)CCNC(=O)c2ccccc2Cl)c1
  -8	-2	1.5	94	2.6	-7	0	-8	-8
> CCCOc1ccc(N2C(=O)CC(N(Cc3ccc(S(N)(=O)=O)cc3)C(=O)CC)C2=O)cc1 (stereo not drawn)
  4	4	-0.1	104	-0.4	-18	-9	-2	-5
> c1ccc(Oc2ccc(-c3ccnc4ncnn34)cc2)cc1
  6	-5	0.6	94	-1.4	-4	12	-5	2
> CN(C)N1C(N)=C(C#N)C(c2cccc([N+](=O)[O-])c2)C2=C1CC(C)(C)CC2=O (stereo not drawn)
  14	1	.	101	.	.	-2	0	0
> COc1ccc2cc3c(N)nn(C(=O)c4ccccc4[N+](=O)[O-])c3nc2c1
  6	-1	0.4	98	-1.7	6	-1	0	13
> Cc1c(NC(=O)c2ccc(Br)o2)c(=O)n(-c2ccccc2)n1C
  23	-2	0.0	98	0.0	-1	-6	7	-5
> CCC(Sc1nc2cc(OC)c(OC)cc2c(=O)n1Cc1ccc(OC)cc1)C(=O)NCCOC (stereo not drawn)
  -12	5	-0.8	104	-1.1	-3	3	-2	-5
> O=C(O)/C(=C\c1cccc(OCc2ccccc2)c1)c1ccc(F)cc1
  11	-8	1.9	93	0.5	-11	2	-9	2
> COc1ccc(-c2cc(C)no2)cc1S(=O)(=O)N1CCN(C(=O)c2ccco2)CC1
  16	4	3.6	105	2.7	-7	8	-1	-5
> O=C(Nc1ccccc1Cl)N1CCN(c2ccccn2)CC1
  -32	-4	0.0	93	0.2	2	-15	-5	4
> CCC1CCC(C(=O)NC(CCSC)C(=O)NCCc2ccc(S(N)(=O)=O)cc2)CC1 (stereo not drawn)
  15	2	0.9	102	-0.7	-4	8	-8	-13
> O=C(COc1ccccc1)N/N=C/c1ccc2c(c1)OCO2
  0	-3	-0.6	101	-0.8	-3	-7	-3	5
> Cc1ccc(N2CC(C(=O)Nc3ccccc3C(=O)N3CCOCC3)CC2=O)cc1 (stereo not drawn)
  9	3	-0.4	105	-0.6	-6	-4	5	2
> CC1(CC(=O)N/N=C/c2ccc(OCc3ccc(Cl)cc3Cl)cc2)OCCCO1
  16	1	1.2	105	-0.2	-7	-5	0	4
> O=C(Nc1ccc(Cl)cc1C(=O)Nc1ccncc1)c1ccco1
  0	4	-1.1	99	0.5	-8	0	-7	2
> CCOC(=O)C1=C(CC)OC(N)=C(C#N)C1c1cccs1 (stereo not drawn)
  -4	-14	-0.2	76	-1.0	-1	-4	-8	14
> CCN1CCN(C(=O)c2ccc(-c3nc4ccccc4s3)s2)CC1
  8	0	1.5	98	1.5	-17	2	-7	-4
> S=C(c1ccc(-c2cc(Cl)ccc2Cl)o1)N1CCCCC1
  5	-1	-1.0	102	-0.8	-7	-1	-5	-1
> Cc1ccnc(NS(=O)(=O)c2ccc(Cl)nc2)c1
  28	-11	-0.1	100	0.7	-1	-11	-8	-5
> Fc1ccc(-c2cnn3c(-c4cccs4)ccnc23)cc1
  -8	-10	.	96	.	.	-14	-2	-18
> CCN(CC)S(=O)(=O)c1ccc(N2CCCC2)c(NC(=O)Cc2c(F)cccc2Cl)c1
  12	-1	0.0	102	-1.5	-10	31*	-3	3
> S=C(NCCc1ccc(Cl)cc1)NCc1ccco1
  16	5	0.4	113	-1.0	2	11	-4	7
> S=C(Nc1ccccc1)N1CCCCCCC1
  9	-13	0.3	88	0.1	-4	-3	-3	-1

(list continues)
Below each SMILES – NALP1 inh	MEKK2mut PB1 HTS	V1aR counter	MEKK2 WT-MEK5	OXTR agonist	OXTR potentiate	GPR7 antagonist	GalR3 antagonist	M18AAP inhibitor
> COc1ccc(C)cc1S(=O)(=O)NCCN1CCOCC1
  1	5	1.0	108	0.1	-10	8	-9	0
> COc1ccc(/C(C)=N/NC(=O)CNC(=O)c2ccncc2)c(OC)c1
  17	-5	0.3	100	0.1	-4	14	-7	1
> Cc1cc(F)ccc1S(=O)(=O)N1CCCOC1CNC(=O)C(=O)NCc1ccncc1 (stereo not drawn)
  3	7	-0.5	102	-0.6	-2	0	-3	-8
> CCOC(=O)c1ccc2c(c1)nc(C1CCN(S(=O)(=O)c3cccs3)CC1)n2CC
  13	3	13	105	13	-6	-4	-6	6
> COc1ccc(CN2CCN(C(=O)c3cccc(OC)c3OC)CC2)cc1OC
  11	-5	1.1	95	0.4	-2	3	-5	-5
> CCOc1ccc(C(=S)N2CCCC2)cc1
  5	0	-1.6	102	-1.7	-8	0	-1	-4
> O=C(Nc1ccc(N2CCCCC2)cc1)c1ccccc1
  42	6	0.2	109	-0.3	-8	-15	-3	5
> CCN(CC)C(=O)Cn1c(=O)n(CC(=O)N2CCCCC2)c(=O)c2sccc21
  -3	2	-0.2	103	-0.4	-7	-20	-6	5
> C=CCC1CCCCC12NC(=O)NC2=O (stereo not drawn)
  24	3	0.3	113	1.2	-2	-6	-2	2
> Cc1ccc(C(=O)c2cc([N+](=O)[O-])ccc2N2CCOCC2)c(C)c1
  10	-4	-0.9	103	-1.7	-13	-1	-9	0

An unsorted share of the library. About 4.1% of those tested had a hit in this group.
